Polio RdRp inh: poliovirus RNA polymerase inhibition; % elongation, % (compound at 16.7 µg/mL); actives 0.66% (n = 150,000); poliovirus polymerase elongation, fluorescence polarization; hits give low values; in the data active = % elongation below about 90%; also: some results filed as inactive read as strong as hits
Target sequence (P03300 1749-2209 limits assumed): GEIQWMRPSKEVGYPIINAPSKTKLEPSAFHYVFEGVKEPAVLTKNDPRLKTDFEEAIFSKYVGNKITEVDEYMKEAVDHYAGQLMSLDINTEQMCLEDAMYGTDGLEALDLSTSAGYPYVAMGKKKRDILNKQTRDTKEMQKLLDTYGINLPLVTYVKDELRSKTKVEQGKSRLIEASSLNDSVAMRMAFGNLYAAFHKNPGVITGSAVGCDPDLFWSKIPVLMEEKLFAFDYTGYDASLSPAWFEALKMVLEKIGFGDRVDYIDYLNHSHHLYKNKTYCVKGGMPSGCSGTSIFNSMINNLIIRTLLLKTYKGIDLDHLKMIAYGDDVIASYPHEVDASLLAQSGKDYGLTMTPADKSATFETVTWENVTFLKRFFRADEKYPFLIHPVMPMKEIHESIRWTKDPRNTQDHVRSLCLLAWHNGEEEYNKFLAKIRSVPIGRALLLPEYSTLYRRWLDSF
Polio RdRp inh FP z-score: recorded beside Polio RdRp inh, whose call it bears; z-score; measured here: FP z-score; hits read low
Numbers without * were called inactive; & = joins results of further samples. Only part of the results is shown. The share of hits here may be higher or lower than overall.

canonical_smiles	Polio RdRp inh	Polio RdRp inh FP z-score
O=C1c2ccccc2C2(c3ccccc3)NCCCN12 (configuration not stated)	103.0	0.2
CN1CN=C(SCc2ccc(C#N)cc2)NC1	97.0	-1
CNC(=S)NC(C)C1CC2CCC1C2 (configuration not stated)	104.0	0.2
NC(=O)c1ccccc1NC(=O)c1ccc(-c2ccc(Br)cc2)o1	113.0	0.3
CCCN(CCC)C(C(=O)Nc1cccc(OC)c1)c1ccccc1 (configuration not stated)	100.0	-0.4
Cc1ccc(S(=O)(=O)C2(C(=O)Nc3ccc(Cl)c(C(F)(F)F)c3)CC2)cc1	109.0	0.7
CC(=O)N1C(=O)N(C(C)=O)C(O)C1O (configuration not stated)	103.0	0.1
COc1ccc(/C=C/C(=O)NCc2ccncc2)cc1	102.0	0.1
Cc1ccc(CN2CCC(CNc3ncnc4onc(C(=O)O)c34)C2)cc1 (configuration not stated)	103.0	1.2
Cc1ccc(C)c(NC(=O)CSc2nnc(CNC(=O)c3ccco3)n2-c2ccc(F)cc2)c1	100.0	0
COc1ccc(CCN2C(=O)C3CC=C(C)CC3C2=O)cc1OC (configuration not stated)	102.0	0.2
NC(=O)c1ccc(NC(=O)CC23CC4CC(CC(Br)(C4)C2)C3)cc1	103.0	0.7
COc1cc(OC)c(NC(=O)Nc2ccccc2OCc2cc(=O)n3cc(C)ccc3n2)cc1Cl	108.0	0.4
Clc1ccc(N2CCNCC2)cc1	110.0	0.7
CN1CCN(NC(=O)CC(C)(C)C)CC1	99.0	-0.7
CC(C)Cn1c(=O)c2sccc2n2c(CCCC(=O)N(C)Cc3ccco3)nnc12	103.0	0.4
COc1ccc(N=C2C(=O)N3c4c(cc(C)cc42)C(C)=CC3(C)C)cc1	103.0	0.2
COc1ccc(-c2cc(-c3ccccc3)c(C#N)c(SCS(=O)Cc3ccccc3)n2)cc1 (configuration not stated)	103.0	0.4
CCCCOc1ccc(C(=O)Nc2nc3c(s2)CC(C)CC3)cc1 (configuration not stated)	100.0	-0.5
Cc1ccc(NNC(=O)c2cc(C)on2)c(C)c1	103.0	0.4
Cc1ccc(-c2nnc(SCc3csc(-c4ccccc4)n3)n2N)cc1	107.0	0.6
Cc1cccc(C)c1NC(=O)N1C2CCC1CC(O)(c1cccnc1)C2 (configuration not stated)	101.0	-0.5
CCCCC[C@H](O)/C=C/[C@@H]1[C@H](C/C=C\CCCC(=O)O)[C@@H](O)C[C@H]1O	102.0&100.0	0.4&0
COc1ccc(NC(=O)c2cc3c(=O)n(C)c4ccccc4c3s2)cc1Cl	101.0	-0.4
CCOc1ccc2[nH]c3nc(=S)[nH]nc3c2c1	100.0	0

Compound profiles, from the list above. Values in the order: Polio RdRp inh, Polio RdRp inh FP z-score
COc1ccc(NC(=O)c2cc3c(=O)n(C)c4ccccc4c3s2)cc1Cl reads 101.0, -0.4
COc1cc(OC)c(NC(=O)Nc2ccccc2OCc2cc(=O)n3cc(C)ccc3n2)cc1Cl reads 108.0, 0.4
CCCCC[C@H](O)/C=C/[C@@H]1[C@H](C/C=C\CCCC(=O)O)[C@@H](O)C[C@H]1O reads 102.0&100.0, 0.4&0
CC(=O)N1C(=O)N(C(C)=O)C(O)C1O (configuration not stated) reads 103.0, 0.1
COc1ccc(-c2cc(-c3ccccc3)c(C#N)c(SCS(=O)Cc3ccccc3)n2)cc1 (configuration not stated) reads 103.0, 0.4

Going on with the list.
canonical_smiles	Polio RdRp inh	Polio RdRp inh FP z-score
CCN(C(=O)CN(C)S(=O)(=O)c1ccc2c(c1)c(=O)n(C)c(=O)n2C)c1ccc(OC)cc1	101.0	-0.2
CCOC(=O)c1cc(-c2ccccc2)n(CCC(=O)Nc2cc(C)cc(C)c2)c1C	106.0	0.3
O=C(c1ccc(F)cc1)N1CCC(c2nc3ccccc3o2)CC1	106.0	0.3
CC[C@H](CO)NC(=O)[C@@H]1C=C2c3cccc4[nH]cc(c34)C[C@H]2N(C)C1	98.0	-0.1
Cc1ccc(NC(=O)C23CCC(C)(C(=O)C2)C3(C)C)cc1 (configuration not stated)	101.0	0
S=c1[nH]nc(-c2ccco2)n1Cc1ccccc1	105.0	0.3
CC(=O)N1CCCCC1c1cccnc1.O=[N+]([O-])O.[Ag] (configuration not stated)	60.0*	-4*
CCCc1cc(C(=O)Nc2sc3c(c2C#N)CCC(C(C)(C)C)C3)no1 (configuration not stated)	100.0	-0.2
COc1ccc(C2=C(C)C(=O)N(Cc3ccc(C(=O)Nc4ccc(C)c(C)c4)cc3)S2(=O)=O)cc1	113.0	0.6
Fc1ccc(C(OCCN2CCN(CCCc3ccccc3)CC2)c2ccc(F)cc2)cc1	100.0	0.1
Cn1cc(NC(=O)NCC2COc3ccccc3O2)c2ccccc2c1=O (configuration not stated)	103.0	0.7
COc1cccc(-c2noc(C3CCCN(S(=O)(=O)c4ccccc4F)C3)n2)c1 (configuration not stated)	104.0	0.7
c1cc(CNC2CCCCCC2)cs1	102.0	0
COC(=O)Cn1c(O)c(N=NC(=O)C2COc3ccccc3O2)c2ccccc21 (configuration not stated)	99.0	-0.9
O=C(OCc1cc(=O)n2nc(C3CCCCC3)sc2n1)c1ccc(F)cc1	106.0	-0.1
CCCCn1c(SCC(=O)Nc2cccc(OC)c2)nc2c(sc3ccccc32)c1=O	109.0	0.5
CC(=O)Oc1ccccc1C(=O)N1CCCc2ccccc21	102.0	0.3
COC(=O)c1c(NC(=O)c2cccc(OC)c2)sc2c1CCC(C(C)(C)C)C2 (configuration not stated)	100.0	-0.6
COCCNC(=O)CCCn1c(SCC(=O)c2ccc(F)cc2)nc2c(sc3ccccc32)c1=O	104.0	0.1
O=c1onc(-c2cccc(Cl)c2)n1-c1ccccc1	97.0	-1.1
Cc1ccc2occ(CC(=O)Nc3ccc(Cl)c(C(F)(F)F)c3)c2c1	117.0	0.1
CCCCC(=O)Nc1ccccc1C#N	100.0	-0.1
Cc1cc(C)n2nc(C(=O)N(C)C(c3ccccc3)c3ccccc3)nc2n1	104.0	-0.2
CCn1c(=O)c2sccc2n2c(CCC(=O)NCc3ccccc3)nnc12	102.0	0.1
COC1=NS(=O)(=O)c2ccccc21	102.0	0
Cc1c(Cl)cccc1NC(=O)CN1C(=O)CSc2ccc(S(=O)(=O)N3CCCC3)cc21	110.0	-0.5
COc1ccc(NC(=O)CCC(=O)c2ccc(OC)cc2)cc1	98.0	-1.9
COc1ccc(/C=C/C(=O)Nc2nc(N)n(-c3ccccc3)n2)cc1	102.0	0.4
Cc1ccc(C)n1CCN1CCN(C(=O)CC#N)CC1	101.0	0
COc1ccc2nc(N(Cc3cccnc3)C(=O)c3ccco3)sc2c1	109.0	0.4
CC(C)NC(=O)c1ccc2c(Cl)c3c(nc2c1)CCCC3	103.0	0.3
COC(=O)c1ccccc1NC(=O)Nc1ccc(N2CCOCC2)c2nonc12	75.0	-7
COc1ccc(N2CC(NC(=O)C3CCCC3)CC2=O)cc1 (configuration not stated)	105.0	-0.5
Cc1ccccc1OCC(=O)Nc1ccc2nc(SCC(=O)N3CCOCC3)sc2c1	108.0	0.2
COC(=O)c1c(F)c(F)c(Oc2ccc(Cl)cc2)c(F)c1N1CCCCC1	102.0	0.2
Cc1cc(C)nc(N/C(=N/S(=O)(=O)c2ccc(Br)cc2)N2CCC(C)CC2)n1	103.0	0.3
Cc1ccc(-c2cc3c(n2-c2ccc(C)cc2)CC(C)(C)CC3=O)cc1	104.0	-1
O=C(NCCN1CCCCC1)c1ccco1	104.0	0.1
COc1ccc(CC(=O)Nc2ccc3nc(N4CCCCC4)cc(C)c3c2)cc1	103.0	-0.1
OC1C2CC3CC(C2)CC1C3 (configuration not stated)	100.0	0
Cc1ccc(NC(=O)C(Cc2ccccc2)N2Cc3ccccc3C2=O)cc1Cl (configuration not stated)	111.0	0.9
COc1ccc(CCNC(=O)c2ccc3c(c2)N(Cc2ccccc2F)C(=O)c2ccccc2S3(=O)=O)cc1OC	110.0	0.7
O=C(Cn1cnc2c(nnn2-c2ccccc2)c1=O)NC1CCCC1	99.0	-0.7
O=C1CCC(=O)N1c1ccc(Cl)cc1	103.0	0.5
O=C(COc1cc(Cl)ccc1Cl)NCc1ccccc1	105.0	0.2
N#Cc1ccc(COC(=O)Cc2ccccc2)cc1	101.0	-0.2
CC(C)NS(=O)(=O)c1ccc(OCC(=O)N2CCN(c3ccccc3F)CC2)cc1	111.0	1.5
Oc1ccc2ccccc2c1CN1CCN(Cc2cccs2)CC1	98.0	-0.3
Cc1nnc(-c2ccccc2)c(=O)n1/N=C/c1cccs1	107.0	0.5
O=C(Nc1ccc(-c2nc3cc(Cl)cc(Cl)c3o2)cc1)c1ccc2c(c1)OCCO2	99.0	-0.2

Next part:
canonical_smiles	Polio RdRp inh	Polio RdRp inh FP z-score
Nc1ccc(C2(c3ccc(N)cc3)CCCCC2)cc1	103.0	0.3
Cc1nc(Oc2ccc(NC(=O)c3ccccc3)cc2)c2c3c(sc2n1)CCC3	100.0	-0.4
Cc1ccc2nc(NC(=O)C(F)(F)F)sc2c1	101.0	-0.2
CN(C)C(CNS(=O)(=O)c1ccc(Cl)cc1)c1ccccc1 (configuration not stated)	99.0	-1.3
Cc1ccccc1-c1noc(-c2ccc(NCc3cccnc3)c([N+](=O)[O-])c2)n1	96.0	-2.5
O=C1CCCC2=C1C(c1cccs1)CC(=O)N2c1ccccc1 (configuration not stated)	110.0	1.1
CN(Cc1ccccc1)S(=O)(=O)c1ccccc1	104.0	0.1
CCOC(=O)c1c(C)nc2c(c1-c1ccc(OC)c(OC)c1)C(=O)c1ccccc1-2	107.0	0.5
CCOc1ccc(C(=O)c2cn(Cc3ccccc3OC)c3cc4c(cc3c2=O)OCCO4)cc1	113.0	1.6
CC(CC(=O)NCC(c1ccc(F)cc1)N1CCOCC1)n1ccnc1 (configuration not stated)	98.0	-0.6
Cc1[nH]cnc1C(=O)N/N=C/c1ccncc1	103.0	0.3
CC(NC(=O)CN1C2CCC1CC(=O)NC2)c1ccccc1 (configuration not stated)	100.0	-0.5
CCC1C(=O)C(C)(C)C(=O)OC1c1cccc(Br)c1 (configuration not stated)	104.0	0.1
NNC(=O)c1nn(-c2ccc(Cl)cc2)cc1O	102.0	0.1
CCOc1ccc(C(=O)CSc2nnc3c(n2)CCCC3)cc1NC(=O)CC	103.0	0.3
COc1ccccc1-c1cc(C(F)(F)F)nc(S(=O)(=O)CCCC(=O)Nc2ccc(F)cc2F)n1	106.0	0.3
Cc1ccc(N2CCN(C(=O)c3ccc(Nc4nc5ccccc5n5nnnc45)cc3)CC2)c(C)c1	108.0	0.8
COc1cc(C(=O)Nc2ccc3c(c2)ncn3C(C)(C)C)cc(OC)c1OC	101.0	-0.4
O=C(CNC(=O)c1ccccc1)OCc1cc(=O)n2nc(C3CC3)sc2n1	106.0	-0.1
O=C(c1cc2ccccc2nc1-c1ccco1)C(F)(F)F	96.0	-0.6
CCOC(=O)C1CCN(C(=O)CCS(=O)(=O)c2ccc3c(c2)CC(C)N3C(=O)CC)CC1 (configuration not stated)	101.0	0.1
CC1(C)CC(=O)C=C(NCc2ccc(C(=O)O)cc2)C1	100.0	-0.4
COc1ccc(C(=O)Oc2c(Sc3ccccc3)c(C)nn2-c2ccccc2)cc1OC	110.0	1.6
Cc1nc2c(C(=O)NCC3CCCO3)cnn2c(C)c1Cc1ccccc1Cl (configuration not stated)	105.0	1.6
Cc1cc(-c2ccc(Cl)cc2)nc2c1c(C)nn2CCO	98.0	-0.3
Cc1ccc(N(CC(=O)Nc2cccc(Cl)c2C)S(=O)(=O)c2c(C)noc2C)cc1	110.0	0.8
CCn1c(=O)c(=O)n(CC)c2cc(N3CCCCC3)c(NC(=O)c3ccc(OC)c(OC)c3)cc21	101.0	-1.1
CCN(CC)S(=O)(=O)c1ccc(N=Nc2c(C)nn(-c3ccccc3)c2N)cc1	102.0	0.1
CCc1cccc(NC(=O)C(Cc2ccccc2)NS(=O)(=O)c2ccc3c(c2)CCC(=O)N3)c1 (configuration not stated)	102.0	-0.2
Cc1ccc(CNC(=O)c2ccc3c(=O)n4c(nc3c2)CCCCC4)cc1	100.0	-0.7
COc1ccccc1N1CCN(C(=O)c2oc3ccccc3c2N)CC1	105.0	-0.2
O=C(Nc1ccc2c(c1)OCCO2)c1cccs1	106.0	0.8
CCOc1ccc(NC(c2ccc(Cl)cc2)c2nnc(-c3cccc(F)c3)o2)cc1 (configuration not stated)	106.0	0.4
COc1cc(C#N)ccc1OCC(=O)NC(C)c1ccc2c(c1)OCO2 (configuration not stated)	101.0	-0.2
COC(=O)c1c(C)oc2ccc(N(C(=O)c3ccncc3)S(=O)(=O)c3ccc(OC)cc3)cc12	101.0	-1.2
Cc1ccc(CNC(=O)c2cc3c(=O)oc4ccc(C)cc4c3s2)cc1	104.0	0.1
O=C(Nc1cccc(OC(=O)c2ccco2)c1)c1ccccc1	101.0	0.1
COc1ccccc1NC(=O)Cn1cnc2c(cnn2C(C)(C)C)c1=O	103.0	0.2
CCOC(=O)c1[nH]c2ccccc2c1NC(=O)c1cc(Cl)ccc1Cl	103.0	-0.6
CC(C)(C)c1cc(C(C)(C)C)cc(S(=O)(=O)CCc2ccccn2)c1	100.0	-0.3
CSc1nc2nc(C)cc(C)n2n1	100.0	0.2
Cc1ccc2c(c1)N(C(=O)Nc1ccccc1)CC(C)O2 (configuration not stated)	103.0	-0.4
CCCn1c(NC(=O)Cc2coc3ccc4ccccc4c23)nc2ccccc21	112.0	1.2
Cc1ccc2c(COC(=O)CNC(=O)c3ccco3)cc(=O)oc2c1C	102.0	-0.1
CC/C(Cc1ccccc1)=N\NC(=O)Cn1nnc2ccccc21	100.0	-0.1
COc1cc(NC(=O)CN2CCCN(Cc3cccc(F)c3)S2(=O)=O)cc(OC)c1	110.0	0.8
O=C(CN1CCSc2ccccc21)N1CCCCC1	109.0	0.5
Cn1nc(C(C)(C)C)c(NC(=O)c2sccc2Cl)c1C(C)(C)C	104.0	0.6

Compound activity (PubChem)
